FAS TE block = FAS thioesterase domain inhibitors, primary screen, biochemical, fluorescence intensity, uHTS; inhibition, % at 15 µM; recombinant FAS-TE, OMFH fluorogenic substrate, fluorescence endpoint; Fatty acid synthase (Homo sapiens), P49327; 0.67% of 360,000 active;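 active = compounds whose normalised, plate-corrected inhibition of enzyme fluorescence in the single-dose primary screen is 50% or more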;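 note: 0% = DMSO with enzyme and 100% = substrate without enzyme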
E coli Lon inh = inhibitors of E. coli Lon protease, primary screen, biochemical, fluorescence polarization. inhibition, % at 7.94 µM. 0.42% of 360,000 active. purified E. coli Lon protease. P0A9M0; in the data active = inhibition above about 13%, passing the limit was not always enough;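 note: 0% = enzyme with probe and DMSO and 100% = no enzyme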
MsrA inh = bovine MsrA enzyme inhibitors, primary screen, biochemical, absorbance, HTS; inhibition, % at 15.5 µM; 0.75% of 360,000 active; purified bovine MsrA, absorbance read-out; Methionine sulfoxide reductase A (Bos taurus); in the data active = inhibition above about 4.5%;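 note: 0% = vehicle wells with enzyme and 100% = reference inhibitor wells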
MT1-MMP act inh = blockers of MT1-MMP proenzyme processing, primary screen, HT1080 RFP-PRO-GFP cells, GFP/RFP fluorescence | GFP/RFP ratio fluorescence, overnight; percent of plate control window, DMSO zero | 0.061% of 360,000 active | Matrix metalloproteinase-14 (Homo sapiens), P50281 | GFP/RFP ratio change, % at 20 µM;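 active = GFP/RFP ratio change of at least 30% with cell ATP level not reduced by more than half and red fluorescence within 50% of control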; note: strong numbers were not always called active
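Test system: HT1080 cells expressing an RFP-PRO-GFP fluorescent reporter construct / Compound dosing: single-point 20 µM compound, 1% DMSO / Schedule: cells overnight before dosing, compound overnight, 37 °C, 5% CO2 / Evaluation: GFP/RFP fluorescence ratio / Control set: DMSO and RFP-L50D-GFP cell wells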
SKN-1 block = suppressors of acrylamide-induced Pgst-4::GFP reporter in worms, primary screen, SKN-1 inhibitor project, whole organism, uHTS, GFP/RFP fluorescence ratio, strain VP596. C. elegans VP596 Pgst-4::GFP/RFP ratio, 24 h. inhibition, % at 21.8 µM. 0.49% of 360,000 active. AID 624304, 2012;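 active = interference check ratio from 0.5 to 1.5 plus GFP to RFP signal ratio inhibition reaching or exceeding a fixed threshold, cut at about 30% in these data, passing the limit was not always enough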; note: some compounds called inactive have numbers as strong as hits
Neddyl block = inhibitors of cullin neddylation, primary screen, biochemical, TR-FRET, uHTS, NAE and Ubc12; calls only at 25 µM; NEDD8-conjugating enzyme Ubc12 (Homo sapiens) + NEDD8-activating enzyme E1 regulatory …; 0.58% of 360,000 active; in the data active = inhibition above about 36%
MsrA act = bovine MsrA enzyme activators, primary screen, biochemical, absorbance, HTS. Methionine sulfoxide reductase A (Bos taurus). 0.3% of 360,000 active. purified bovine MsrA, absorbance read-out. activation, % at 10.6 µM; in the data active = activation above about 7.5%;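 note: 0% = vehicle and 100% = reference activator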
Rin1-Abl PPI inh = inhibitors of Rin1-Abl protein binding, primary screen, biochemical, TR-FRET; Tyrosine-protein kinase ABL1 (Homo sapiens) + Ras and Rab interactor 1 (Homo sapiens), …; inhibition, % at 7.35 µM; 0.4% of 360,000 active; AID 588664, 2011; in the data active = inhibition above about 5%, passing the limit was not always enough
NRP1-CendR mod = modulators of CendR peptide binding to NRP-1, primary screen, biochemical, fluorescence polarization, uHTS. AID 602438, 2012. inhibition, % at 25 µM. 0.85% of 360,000 active. FAM-RPARPAR peptide binding to NRP-1;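 active = inhibition or corrected inhibition above about 18%, plus a signal ratio from 0.5 to 1.5, limit read from the data, passing the limit was not always enough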; note: strong numbers were not always called active
Target sequence (O14786 whole entry, looked up): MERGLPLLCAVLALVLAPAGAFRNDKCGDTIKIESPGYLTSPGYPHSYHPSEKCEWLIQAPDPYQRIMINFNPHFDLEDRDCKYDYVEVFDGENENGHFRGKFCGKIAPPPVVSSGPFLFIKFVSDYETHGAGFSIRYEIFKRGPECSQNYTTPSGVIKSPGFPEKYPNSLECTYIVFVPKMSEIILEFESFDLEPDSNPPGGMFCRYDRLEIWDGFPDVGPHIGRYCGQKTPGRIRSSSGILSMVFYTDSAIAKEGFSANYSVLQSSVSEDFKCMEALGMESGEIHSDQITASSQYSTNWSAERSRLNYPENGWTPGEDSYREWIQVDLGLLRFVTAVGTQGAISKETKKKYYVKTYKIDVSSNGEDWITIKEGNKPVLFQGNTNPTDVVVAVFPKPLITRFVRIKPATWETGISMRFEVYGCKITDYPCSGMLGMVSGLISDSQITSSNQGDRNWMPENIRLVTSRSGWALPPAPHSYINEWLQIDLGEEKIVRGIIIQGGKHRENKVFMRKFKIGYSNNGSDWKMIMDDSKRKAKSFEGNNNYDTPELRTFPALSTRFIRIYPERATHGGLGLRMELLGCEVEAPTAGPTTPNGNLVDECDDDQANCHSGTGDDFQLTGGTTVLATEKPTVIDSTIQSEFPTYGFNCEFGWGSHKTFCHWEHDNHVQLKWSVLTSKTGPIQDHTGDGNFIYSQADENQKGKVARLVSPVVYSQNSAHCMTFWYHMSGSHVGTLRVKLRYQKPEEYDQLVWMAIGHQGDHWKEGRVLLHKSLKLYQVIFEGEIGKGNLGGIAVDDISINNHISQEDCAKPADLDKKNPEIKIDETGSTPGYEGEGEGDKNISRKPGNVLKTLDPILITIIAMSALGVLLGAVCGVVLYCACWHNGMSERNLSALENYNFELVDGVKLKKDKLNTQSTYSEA
Starred values were filed as active, the others as inactive; i = inactive; x = no result given; + = active, no number.

SMILES	FAS TE block	E coli Lon inh	MsrA inh	MT1-MMP act inh	SKN-1 block	Neddyl block	MsrA act	Rin1-Abl PPI inh	NRP1-CendR mod
Cc1cccc(N(C)S(=O)(=O)c2c(C)[nH]c(C)c2C(=O)N2CCCC2)c1	-1	0	-0.3	-1	18	i	-3	-2	10
O=S1(=O)CC(N2CCN(CC3CC3)CC2)CN1Cc1ccc(F)cc1 (configuration not stated)	-10	3	1.0	3	7	i	-3	1	8
CN(C)c1ccc(-c2nc3n(n2)C(c2cccnc2)C2=C(CC(C)(C)CC2=O)N3)cc1 (configuration not stated)	-5	2	0.5	1	-13	i	-2	0	-7
O=C1CC(N2CCN(c3ccccc3Cl)CC2)C(=O)N1c1ccc(F)cc1 (configuration not stated)	-1	-4	-0.6	0	0	i	-2	2	8
Cc1ccc(S(=O)(=O)N(C)C[C@H]2OCc3cn(nn3)CCCC(=O)N([C@H](C)CO)C[C@@H]2C)cc1	-6	-5	0.1	1	1	i	-2	-2	-12
COC(=O)c1cn(NC(=O)Cn2nc([N+](=O)[O-])c(Cl)c2C)c(=O)c2ccccc12	32	-14	-1.1	3	8	i	-4	-7	-4
COc1ccc(-c2nn(-c3ccccc3)cc2CNC[C@H]2O[C@@H](n3cnc4c(N)ncnc43)[C@H](O)[C@@H]2O)cc1	-4	-8	0.4	1	14	i	-2	0	-2
CC1CCCC(NC(=O)/C=C/c2c(F)cccc2Cl)C1C (configuration not stated)	3	10	0.5	x	10	i	-10	2	8
CCNC(=O)C(C)Sc1ccc(Cl)cc1 (configuration not stated)	-5	-9	-0.5	3	-17	i	-5	2	-6
O=C(Nc1ccc2c(c1)OCO2)N1CCC(CO)(CC2CCCCO2)CC1 (configuration not stated)	-3	-8	3.7	-7	13	i	-2	0	-6
O=c1c(Cc2ccc(Cl)cc2)c(O)ccn1Cc1ccccc1	-5	-3	-0.7	0	5	i	-11	1	5
CC(=O)N1c2ccc(S(=O)(=O)N3CCCC3)cc2CC1C(=O)Nc1cc(C)cc(C)c1 (configuration not stated)	0	-10	-0.9	2	7	i	2	0	-13
CNC(=O)C1CC(=O)N(c2ccc(OCC(=O)N3CCCC3)cc2)C1 (configuration not stated)	-8	7	0.2	0	-14	i	-8	2	7
Cc1ccc(S(=O)(=O)N[C@@H](CO)C(=O)N[C@@H](Cc2ccc(O)cc2)C(=O)O)cc1	-4	9	-0.1	-2	6	i	-2	-1	-3
O=C(CSc1nnc(COc2ccccc2)o1)N1CCCCC1	-2	4	-0.9	-2	3	i	-2	0	-1
CCOC(=O)CSc1ncnc2c1nnn2-c1ccc(F)cc1	2	-10	0.4	4	4	i	-3	-1	10
CCN1/C(=C2/OC(=S)N(C)C2=O)Sc2ccccc21	-2	-2	-0.2	8	15	i	1	-8	3
COc1ccc(-c2[nH][nH]c(=O)c2NC(=O)c2ccc([N+](=O)[O-])cc2)cc1	5	-3	-1.1	-1	14	i	-6	6	17
CCCCCC(=O)Nc1ncc2c(n1)CC(c1cccs1)CC2=O (configuration not stated)	7	7	0.1	-1	1	i	0	0	-6
CC(NCC1COc2ccccc2O1)C(=O)NCc1ccccc1 (configuration not stated)	-6	-2	-0.4	0	20	i	-1	1	-6
Nc1nc(-c2cccnc2)nn1C(=O)c1ccc(F)cc1	4	-3	0.4	0	2	i	-2	3	-6
CC(=O)NNC(=O)C(O)(c1ccccc1)c1ccccc1	-5	-7	-0.5	0	-4	i	-3	2	0
COc1ccc(-c2onc(C)c2C)cc1S(=O)(=O)NCCc1ccco1	4	-9	-0.4	0	-4	i	-4	0	13
C=CCOc1c(Br)cc(/C=N/O)cc1OCC	-7	-11	1.3	-7	0	i	-6	2	-1
O=C(Nc1nnc(CC2=CCCCC2)s1)c1cccs1	-12	3	2.2	3	9	i	-4	-1	7
C=C(C)C1CC=C(C)/C(=N/NC(=O)c2ccc(NC(=O)CC)cc2)C1 (configuration not stated)	-11	-7	-0.5	4	-11	i	-10	-2	-9
Cc1ccc(C2N(C)C(=O)c3ccccc3N2C)cc1 (configuration not stated)	-5	-6	-0.5	1	12	x	-1	0	10
S=c1cnc2ccccc2[nH]1	-9	7	0.2	1	3	i	0	-5	2
CCOC(=O)c1oc2ccc(CNCCO)c(Cl)c2c1C	-5	-2	-0.4	0	-7	i	-8	4	-8
CC1Sc2ccc(S(=O)(=O)CCC(=O)Nc3ccccc3Cl)cc2NC1=O (configuration not stated)	-1	-5	1.0	1	10	i	-3	-3	11
Cc1ccc(NC(=O)CSc2nc(O)c(Cc3ccccc3)c(=O)n2-c2ccccc2)cc1	-3	-1	0.3	2	5	i	-5	1	-11
CCOC(=O)CCCNC(=O)COC(=O)CCC(=O)c1ccc(F)cc1	-8	-1	-1.1	3	2	i	-3	1	2
CCN1CCN(CC(=O)Nc2ccc(S(=O)(=O)N3C(C)CCCC3C)cc2)CC1 (configuration not stated)	-6	0	0.3	-2	25	i	-2	0	18
CN(C(=O)CSc1nnc(-c2ccccc2)n1C)C1CCS(=O)(=O)C1 (configuration not stated)	-6	7	0.4	-3	10	i	-3	-2	2
O=C(c1cccc(S(=O)(=O)N2CCN(c3ccc(F)cc3)CC2)c1)N1CCCC1	-3	-3	0.8	2	2	i	-11	-2	-3
CN1C(=O)CSC1=NCC12CC3CC(CC(C3)C1)C2	12	-5	1.5	-5	-3	i	-7	2	13
O/N=C/c1ccc(-c2cc(Cl)ccc2Cl)o1	-10	1	0.3	-11	7	i	-5	0	-11
Cc1ccc(NC(=O)COC(=O)C2CC2(Cl)Cl)cc1C (configuration not stated)	1	4	-0.1	0	-2	i	-13	4	1
CCCCOc1ccc(Nc2cc(Cl)ccc2C(=O)O)cn1	-7	-5	0.6	0	4	i	0	3	2
O=C(/C=C/c1ccc2c(c1)OCCO2)N1CCN(c2ccc(F)cc2)CC1	13	-4	1.2	-1	-8	i	-4	-1	13
CCOc1ccc(S(=O)(=O)N2CCN(c3ccccc3F)CC2)c2cccnc12	12	0	1.3	0	3	i	-10	3	-8
CC(C)(C)OC(=O)C[C@H]1C/C=C\C[C@H](CC(=O)NCCO)C(=O)NC[C@H](c2ccccc2)OC1=O	-10	-1	-1.3	3	-16	i	-6	4	9
CCCCN(C)C(=O)c1sc(=O)n(Cc2c(C)noc2C)c1C	-8	0	1.9	3	-3	i	-10	0	-1
COCCSc1ccccc1C(=O)Nc1ccc(S(=O)(=O)N2CCOCC2)cc1	-2	2	-1.0	0	18	i	0	1	10
COc1ccc(Cl)cc1NC(=O)CCN1CCN(Cc2ccccc2)CC1	4	-10	-1.2	4	0	i	-2	1	10
CCC(=O)N1CCCC(C(=O)Nc2nc3ccccc3[nH]2)CC1 (configuration not stated)	-10	17	0.1	3	-12	i	0	-4	6
O=C(COc1ccc([N+](=O)[O-])cc1)NNC(=O)Nc1cccc(F)c1	18	-4	1.3	-1	5	i	-3	2	10
CC(NC(=O)c1ccccc1)c1nnc(SCc2nc3ccccc3c(=O)[nH]2)n1C (configuration not stated)	-1	-1	0.0	6	-1	i	-2	3	16
Cc1ccc(C(=O)NCCc2ccc(S(=O)(=O)N3CCCC3)cc2)cc1	-3	6	2.0	-6	2	i	-2	-1	5
CC(C)(CC(=O)O)CC(=O)N1CCN(c2nc3ccc(Cl)cc3s2)CC1	-4	1	x	8	-15	i	-10	2	-1
CS(=O)(=O)N(Cc1nc(-c2ccc(F)cc2)no1)c1ccccc1Cl	31	-3	0.2	1	18	i	-1	2	1
COc1cc2c(cc1OC)CN(c1ccc(C(F)(F)F)cn1)CC2	17	0	-1.3	-1	-22	i	-2	1	5
O=C(C1CCN(S(=O)(=O)c2ccc(Br)cc2)CC1)N1CCOCC1	-4	3	-1.8	-2	8	i	-3	0	16
COc1ccc(/C=N\NC(=O)c2ccc(-c3ccccc3)cc2)cc1COC(C)=O	6	-2	2.7	2	7	+	-5	0	11
COc1ccc(C)cc1S(=O)(=O)N1CCN(C/C=C/c2ccccc2)CC1	10	-6	0.4	0	-8	i	3	0	-6
COc1ccc(C(=O)Oc2ccc(F)cc2C(=O)/C=C/c2ccc(OC)c(OC)c2)cc1	1	-9	2.3	-1	-5	i	4	0	15
COCCNC(=S)N1CCN(C/C=C/c2ccccc2)CC1	-6	5	1.6	3	-17	i	-2	2	8
Cn1cnc([N+](=O)[O-])c1Sc1ncn[nH]1	-2	-6	1.0	0	11	i	-2	-1	4
CC(C)(O)C1=NOC(c2ccccc2)C1 (configuration not stated)	-13	0	-0.8	-2	-3	i	-13	-1	0
